MOR-DOR inv ag – mu-delta opioid heterodimer inverse agonism; P35372+P41143; cell-based MOR-DOR heterodimer luminescence; inhibition, % at 9.3 µM; 0.21% of 340,000 active; AID 504357; in the data active means inhibition above about 22%, passing the limit was not always enough;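 further: 0% = cells with DMSO and 100% = wells without cells with DMSO; values of inactives mirror those of a sister screen read the other way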
PfHsp90 set2 – reduces growth (ATP signal) of yeast expressing P. falciparum Hsp90. S. cerevisiae expressing PfHsp90, BacTiter-Glo ATP, 48 h; yeast lacking PDR1 and PDR3 efflux regulators. inhibition, % at 9.4 µM. 0.32% of 310,000 active. AID 504621;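 active means every replicate shows inhibition above about 80%, whatever the replicate mean, limit read from the data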;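 further: 0% = DMSO neutral controls and 100% = 20 µM radicicol positive controls; yeast relying on Plasmodium falciparum Hsp90 in place of its own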
Pemphigus Ab inh – human desmoglein-3 autoantibody binding inhibition. P32926. DSG3-coupled beads, scFv-anti-DSG3-GFP binding, flow cytometry; active compounds read low. binding (percent of control), % at 10 µM. 0.48% of 310,000 active. AID 588358;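 active means binding more than 3 SD below its plate's average and above zero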;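 further: hits lower antibody fragment binding to DSG3; some compounds called inactive have numbers as strong as hits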
Target sequence (P32926 whole entry, looked up, the tested form may be a part): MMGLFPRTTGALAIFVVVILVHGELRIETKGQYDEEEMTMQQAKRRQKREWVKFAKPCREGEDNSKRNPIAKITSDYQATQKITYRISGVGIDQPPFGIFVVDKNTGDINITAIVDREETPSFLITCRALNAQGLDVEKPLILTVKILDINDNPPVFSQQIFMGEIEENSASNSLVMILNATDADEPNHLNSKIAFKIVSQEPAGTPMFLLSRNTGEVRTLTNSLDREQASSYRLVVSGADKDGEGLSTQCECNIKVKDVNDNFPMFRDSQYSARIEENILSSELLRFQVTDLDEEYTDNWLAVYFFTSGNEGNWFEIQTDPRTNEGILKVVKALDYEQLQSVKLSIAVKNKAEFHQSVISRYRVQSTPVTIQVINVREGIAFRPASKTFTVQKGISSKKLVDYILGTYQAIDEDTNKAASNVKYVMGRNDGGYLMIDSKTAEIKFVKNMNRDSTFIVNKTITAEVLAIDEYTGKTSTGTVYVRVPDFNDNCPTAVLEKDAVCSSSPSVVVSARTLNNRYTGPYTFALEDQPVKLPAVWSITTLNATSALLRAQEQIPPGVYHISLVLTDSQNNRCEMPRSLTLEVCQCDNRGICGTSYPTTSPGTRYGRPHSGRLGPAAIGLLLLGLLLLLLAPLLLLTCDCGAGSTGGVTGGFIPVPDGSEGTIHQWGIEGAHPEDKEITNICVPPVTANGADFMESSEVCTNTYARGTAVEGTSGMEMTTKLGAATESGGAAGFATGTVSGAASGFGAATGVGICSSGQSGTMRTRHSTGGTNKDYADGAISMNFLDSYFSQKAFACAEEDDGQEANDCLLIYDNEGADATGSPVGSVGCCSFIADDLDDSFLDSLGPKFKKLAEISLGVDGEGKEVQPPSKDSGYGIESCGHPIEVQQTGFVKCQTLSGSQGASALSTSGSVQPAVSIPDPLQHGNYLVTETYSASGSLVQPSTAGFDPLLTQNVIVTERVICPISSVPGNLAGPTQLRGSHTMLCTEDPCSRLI
phage Ecoli inh – E. coli growth loss with phage present; growth absorbance; inhibition, % at 11.9 µM; 0.26% of 360,000 active; in the data active means inhibition above about 11%
SUMO Mot1 rescue – blocks SUMOylation pathway, rescuing yeast Mot1-301 growth | S. cerevisiae Mot1-301 growth rescue, ATP luminescence, 38.5C; percent above DMSO median, 100 means doubled | growth rescue, % at 18.8 µM | 1% of 320,000 active;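 active means every valid replicate shows activation above 250% relative to neutral control wells; inactive means the rest, any valid replicate at or below 250%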;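 further: OY570 slx delta 5 strain wells were the positive control but not used for scaling; some compounds called inactive have numbers as strong as hits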
HTR5A inv ag – HTR5A inverse agonism, opioid heterodimer counter-screen | inhibition, % at 9.3 µM | HTR5A cell line, luminescence | 0.083% of 340,000 active; in the data active means inhibition mostly above about 23%, no sharp cut-off; inactive means mostly below about 18%;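 further: 0% = cells with DMSO and 100% = no-cell wells with DMSO; some compounds called inactive have numbers as strong as hits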
Ecoli viability – bacterial growth inhibition, counter-screen for AddAB inhibitors | E. coli V3065 growth, OD600 absorbance, 18 h | inhibition, % at 11.9 µM | 0.27% of 330,000 active | AID 449728;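 active means inhibition above the campaign's mean inhibition across all tested compounds plus 3 SD, cut at about 9.9% in these data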;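 further: uninfected addAB+ strain grown without phage in ampicillin broth; 0% = DMSO wells and 100% = ciprofloxacin 0.95 µg/ml wells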
MOR-DOR ag – OPRM1-OPRD1 heterodimerization agonism; P35372+P41143; cells, luminescence; activation, % at 9.3 µM; 0.3% of 340,000 active; AID 504326; in the data active means activation above about 18%;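 further: 0% = vehicle-treated cells and 100% = reference agonist; values of inactives mirror those of a sister screen read the other way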
AddAB inh – less growth of phage-infected E. coli with AddAB; 0.29% of 330,000 active; AID 435030; inhibition, % at 11.9 µM; E. coli expressing H. pylori AddAB, absorbance growth; in the data active means inhibition above about 12%;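 further: 0% = vehicle wells of infected cells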
PKA-R1A act – activates the PKA-R1A holoenzyme complex; activation, % at 11.4 µM; PKA-R1A dissociation, Cy5-IP20 fluorescence polarization; scaled: DMSO 0%, 113 µM cGMP 100%; 0.083% of 340,000 active; AID 504707; P00514+P68181;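 active means percent activation above the mean of all tested compounds plus 3 SD, cut at about 19% in these data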;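 further: higher means more PKAc released from R1A so a rise in polarization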
HTR5A ag ctr – counter-screen for OPRM1-OPRD1 agonists: human HTR5A agonism; P47898; HTR5A agonist assay, luminescence, cell-based; activation, % at 9.3 µM; 0.61% of 340,000 active; in the data active means activation mostly above about 9.5%, no sharp cut-off; inactive means mostly below about 7.6%;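 further: 0% = cells with vehicle only and 100% = reference agonist; strong numbers were not always called active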
* = called active by the depositor. Random draw from the library, and some 3.2% of all compounds hit somewhere here.

For COc1ccc(F)cc1C(=O)C1CCCN(Cc2cn(C)c3ccccc23)C1 (stereo not given) the results were MOR-DOR inv ag -9, PfHsp90 set2 -13, Pemphigus Ab inh 93, phage Ecoli inh 3.9, SUMO Mot1 rescue -1, HTR5A inv ag -1, Ecoli viability 1.5, MOR-DOR ag 1.9, AddAB inh 2.6, PKA-R1A act 6 and HTR5A ag ctr -1.
For COc1ccc(C)cc1S(=O)(=O)NNc1nc(C)cc(C)n1 the results were MOR-DOR inv ag 20, PfHsp90 set2 -19, phage Ecoli inh 2.8, SUMO Mot1 rescue -21, HTR5A inv ag 0, Ecoli viability -3.7, MOR-DOR ag -4.1, AddAB inh -0.1, PKA-R1A act -1 and HTR5A ag ctr 0.
For Nc1nc(SCc2ccccc2Cl)nc2nc3c(cc12)CCCC3 the results were MOR-DOR inv ag 12, PfHsp90 set2 -8, Pemphigus Ab inh 99, phage Ecoli inh 3.9, SUMO Mot1 rescue -2, HTR5A inv ag 3, Ecoli viability -2.2, MOR-DOR ag -2.3, AddAB inh -1.1, PKA-R1A act -11 and HTR5A ag ctr -1.
COC(=O)C1c2ccccc2-c2ccccc21 was read as MOR-DOR inv ag -4, PfHsp90 set2 2, Pemphigus Ab inh 96, phage Ecoli inh 3.9, HTR5A inv ag 7, MOR-DOR ag 0.9, PKA-R1A act -1 and HTR5A ag ctr 1.
CCCCn1c(N)c(N(C(=O)CSc2nnnn2-c2ccccc2C)C2CCCC2)c(=O)[nH]c1=O was read as MOR-DOR inv ag 11, PfHsp90 set2 -4, Pemphigus Ab inh 96, phage Ecoli inh 4.1, HTR5A inv ag 16, MOR-DOR ag -2.2, PKA-R1A act -8 and HTR5A ag ctr 0.
For COc1cccc(CNc2ccc3c(c2)ncn3C(C)C)c1OC the results were MOR-DOR inv ag 5, PfHsp90 set2 -18, Pemphigus Ab inh 100, phage Ecoli inh 2.4, SUMO Mot1 rescue 85, HTR5A inv ag 11, Ecoli viability 1.5, MOR-DOR ag -0.8, AddAB inh 2.6, PKA-R1A act -9 and HTR5A ag ctr -4.
Screening COc1ccc(NC(=O)CSCC(=O)Oc2c(OC)cccc2OC)cc1 returned MOR-DOR inv ag 4, PfHsp90 set2 -10, Pemphigus Ab inh 99, phage Ecoli inh 2.6, SUMO Mot1 rescue 4, HTR5A inv ag -9, Ecoli viability -2.0, MOR-DOR ag -0.8, AddAB inh -2.7, PKA-R1A act 3 and HTR5A ag ctr 6.
For COc1ccc(COn2c(=O)c(C)[n+]([O-])c3ccccc32)cc1OC the results were MOR-DOR inv ag 8, PfHsp90 set2 15, phage Ecoli inh 1.3, SUMO Mot1 rescue 80, HTR5A inv ag -1, Ecoli viability -0.4, MOR-DOR ag -1.4, AddAB inh 0.5, PKA-R1A act 15 and HTR5A ag ctr -1.
`COc1ccc(CCN(C)C(=O)c2cccc(S(=O)(=O)NCc3ccccc3)c2)cc1OC` gave MOR-DOR inv ag 4, PfHsp90 set2 -13, phage Ecoli inh 1.0, SUMO Mot1 rescue 235, HTR5A inv ag -19, Ecoli viability 2.8, MOR-DOR ag -0.8, AddAB inh 1.0, PKA-R1A act 5 and HTR5A ag ctr 1.
CCO[C@H]1OC(C(=O)Nc2ccccc2)=C[C@@H](c2ccc(Br)cc2)[C@@H]1CCCO was read as MOR-DOR inv ag -6, PfHsp90 set2 -6, Pemphigus Ab inh 105, phage Ecoli inh 0.9, SUMO Mot1 rescue -13, HTR5A inv ag 5, Ecoli viability -1.3, MOR-DOR ag 1.1, AddAB inh -0.8, PKA-R1A act -26 and HTR5A ag ctr -2.
CCCCCc1ccc(-c2cn(Cc3ccc(C(=O)c4ccccc4)cc3)nn2)cc1 was read as MOR-DOR inv ag 13, PfHsp90 set2 9, Pemphigus Ab inh 98, phage Ecoli inh 1.3, SUMO Mot1 rescue 2, HTR5A inv ag 7, Ecoli viability -0.2, MOR-DOR ag -2.4, AddAB inh 1.8, PKA-R1A act -2 and HTR5A ag ctr -8.
Screening CSc1ccccc1NC(=O)CSc1nncs1 returned MOR-DOR inv ag 14, PfHsp90 set2 22, Pemphigus Ab inh 96, phage Ecoli inh 4.0, SUMO Mot1 rescue 4, HTR5A inv ag -4, Ecoli viability -0.2, MOR-DOR ag -3.1, AddAB inh 3.0, PKA-R1A act -7 and HTR5A ag ctr 1.
For COc1cccc(NS(=O)(=O)c2ccc(NC(C)=O)cc2)c1 the results were MOR-DOR inv ag 10, Pemphigus Ab inh 129, phage Ecoli inh 1.7, SUMO Mot1 rescue 4, HTR5A inv ag 13, Ecoli viability -0.5, MOR-DOR ag -1.8, AddAB inh -0.4, PKA-R1A act -7 and HTR5A ag ctr 0.
Cc1ccc(NC(=O)C(Cc2ccccc2)NC(=O)c2ccco2)cc1 (stereo not given) was read as MOR-DOR inv ag 13, PfHsp90 set2 11, Pemphigus Ab inh 103, phage Ecoli inh -1.3, SUMO Mot1 rescue -6, HTR5A inv ag -17, Ecoli viability -2.5, MOR-DOR ag -2.5, AddAB inh -1.1, PKA-R1A act -9 and HTR5A ag ctr -1.
For O=c1c2[nH]cnc2n(-c2ccccc2)c(=O)n1Cc1ccccc1 the results were MOR-DOR inv ag 26, PfHsp90 set2 -19, Pemphigus Ab inh 92, phage Ecoli inh 0.2, SUMO Mot1 rescue 53, HTR5A inv ag 6, Ecoli viability -0.2, MOR-DOR ag -5.7, AddAB inh 1.4, PKA-R1A act -5 and HTR5A ag ctr -2.
`O=C(NC1CC1)c1ccc(F)cc1Cl` gave MOR-DOR inv ag 2, PfHsp90 set2 -11, Pemphigus Ab inh 114, phage Ecoli inh -0.9, SUMO Mot1 rescue 29, HTR5A inv ag 9, Ecoli viability -1.8, MOR-DOR ag -0.3, AddAB inh -1.5, PKA-R1A act 4 and HTR5A ag ctr 1.
For CCOC(=O)C1CCCN(S(=O)(=O)c2cnc(Cl)c(Br)c2)C1 (stereo not given) the results were MOR-DOR inv ag -2, PfHsp90 set2 6, Pemphigus Ab inh 105, phage Ecoli inh 1.2, SUMO Mot1 rescue 6, HTR5A inv ag 3, Ecoli viability -0.1, MOR-DOR ag 0.4, AddAB inh 3.3, PKA-R1A act 0 and HTR5A ag ctr 0.
CC(C)Nc1nc(NC(N)=S)nc(NC(C)(C)C)n1 was read as MOR-DOR inv ag 17, PfHsp90 set2 12, Pemphigus Ab inh 101, phage Ecoli inh 1.2, SUMO Mot1 rescue -13, HTR5A inv ag -7, Ecoli viability 0.6, MOR-DOR ag -3.2, AddAB inh 3.5, PKA-R1A act 7 and HTR5A ag ctr 2.
Screening O=C(Nc1ccccc1)N(CCCN1CCOCC1)Cc1cc2cc3c(cc2[nH]c1=O)OCCO3 returned MOR-DOR inv ag 10, PfHsp90 set2 24, Pemphigus Ab inh 128, phage Ecoli inh 1.9, SUMO Mot1 rescue -6, HTR5A inv ag -14, Ecoli viability -2.2, MOR-DOR ag -1.8, AddAB inh 2.2, PKA-R1A act -13 and HTR5A ag ctr -2.
Screening O=C1CN(Cc2ccccc2)C(=NCc2ccco2)S1 returned MOR-DOR inv ag -17, PfHsp90 set2 6, phage Ecoli inh 0.9, SUMO Mot1 rescue 53, HTR5A inv ag 7, Ecoli viability -0.6, MOR-DOR ag 2.7, AddAB inh 2.9, PKA-R1A act -2 and HTR5A ag ctr 4.
For COc1ccc(-c2nnc(SCC(=O)N3CCCC3)o2)c(OC)c1 the results were MOR-DOR inv ag 5, PfHsp90 set2 -1, Pemphigus Ab inh 90, phage Ecoli inh -0.1, SUMO Mot1 rescue 6, HTR5A inv ag -14, Ecoli viability -0.3, MOR-DOR ag -0.8, AddAB inh 0.0, PKA-R1A act 1 and HTR5A ag ctr 5.
`CC(/C=N/NC(=O)c1cc(-c2ccc(Cl)cc2)nc2ccccc12)=C\c1ccco1` gave MOR-DOR inv ag 19, PfHsp90 set2 20, Pemphigus Ab inh 75, phage Ecoli inh 2.2, SUMO Mot1 rescue -3, HTR5A inv ag 18, Ecoli viability -3.0, MOR-DOR ag -3.5, AddAB inh 2.1, PKA-R1A act -9 and HTR5A ag ctr 0.
CCN(C(=O)COC(=O)CSc1ccc([N+](=O)[O-])cc1)C1CCS(=O)(=O)C1 (stereo not given) was read as MOR-DOR inv ag 2, PfHsp90 set2 7, Pemphigus Ab inh 102, phage Ecoli inh 2.8, SUMO Mot1 rescue -21, HTR5A inv ag 5, Ecoli viability 0.2, MOR-DOR ag -0.3, AddAB inh 0.1, PKA-R1A act -6 and HTR5A ag ctr 4.
For Cc1ccc(S(=O)(=O)N[C@@H](C)C(=O)N2CCC(C(=O)N3CCC[C@H]3C(=O)O)CC2)cc1 the results were MOR-DOR inv ag 8, PfHsp90 set2 30, Pemphigus Ab inh 112, phage Ecoli inh 0.8, SUMO Mot1 rescue -15, HTR5A inv ag -19, Ecoli viability -0.5, MOR-DOR ag -1.3, AddAB inh 3.2, PKA-R1A act -3 and HTR5A ag ctr -2.
`O=C(N/N=C/c1c[nH]c2ccccc12)c1cc2ccccc2o1` gave MOR-DOR inv ag -8, PfHsp90 set2 -15, Pemphigus Ab inh 103, phage Ecoli inh -2.6, SUMO Mot1 rescue -36, HTR5A inv ag -2, Ecoli viability 0.9, MOR-DOR ag 1.6, AddAB inh 0.2, PKA-R1A act 4 and HTR5A ag ctr -4.
`CCN(CC)c1ccc(/C=C/c2ccc3ccc(OC)cc3[n+]2CC)cc1` gave MOR-DOR inv ag 17, PfHsp90 set2 32, Pemphigus Ab inh 119, phage Ecoli inh 7.4, SUMO Mot1 rescue 138, HTR5A inv ag 13, Ecoli viability 12*, MOR-DOR ag -3.6, AddAB inh 12, PKA-R1A act -1 and HTR5A ag ctr -4.
For O=C1NN=C(c2ccccc2)C1Cc1ccccc1 (stereo not given) the results were MOR-DOR inv ag -9, PfHsp90 set2 9, Pemphigus Ab inh 100, phage Ecoli inh 4.1, HTR5A inv ag 9, MOR-DOR ag 2.0, PKA-R1A act 1 and HTR5A ag ctr -2.
Screening CC(NC(=S)Nc1ccc(F)cc1)c1ccccc1 (stereo not given) returned MOR-DOR inv ag 5, PfHsp90 set2 -4, Pemphigus Ab inh 97, phage Ecoli inh 2.3, SUMO Mot1 rescue -17, HTR5A inv ag -14, Ecoli viability -4.0, MOR-DOR ag -1.0, AddAB inh 1.5, PKA-R1A act 10 and HTR5A ag ctr 4.
Screening COCCCN(C(=O)CCOc1ccccc1C)c1c(N)n(Cc2ccccc2)c(=O)[nH]c1=O returned MOR-DOR inv ag 1, Pemphigus Ab inh 95, phage Ecoli inh 3.8, SUMO Mot1 rescue -12, HTR5A inv ag 10, Ecoli viability -1.1, MOR-DOR ag -0.1, AddAB inh -1.4, PKA-R1A act -5 and HTR5A ag ctr 4.

From PubChem BioAssay
